From PubChem
PfG6PD inh: PfG6PD (Plasmodium falciparum) enzyme inhibition. PfGluPho enzyme, NADPH resazurin-diaphorase fluorescence. inhibition, % at 20 µM. 350,000 compounds, 0.78% hits. AID 504690;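 active = inhibition reaching at least a set limit at 20 µM in the primary screen, cut at about 59% in these data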;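 also: 0% = DMSO wells with substrate and 100% = DMSO wells lacking glucose-6-phosphate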
NR3A LBD binder: modulates the human NR3A ligand-binding domain; NR3A LBD differential scanning fluorimetry, Tm shift; 0% = protein alone, 100% = glycine-bound protein; Tm shift relative to glycine control, % at 25 µM; 340,000 compounds, 2.5% hits; AID 1259313;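 active = melting temperature shift of at least 10% of the positive control shift, at one fixed dose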
ATG4B inhibitor: blocks human ATG4B protease cleavage of LC3 substrate | Q9Y4P1 | ATG4B cleavage of LC3-PLA2, NBD-HPC fluorescence, 1 h | inhibition, % at 8.33 µM | 340,000 compounds, 0.51% hits | AID 504462; in the data active = inhibition above about 40%
Target sequence (Q9Y4P1 whole entry, looked up): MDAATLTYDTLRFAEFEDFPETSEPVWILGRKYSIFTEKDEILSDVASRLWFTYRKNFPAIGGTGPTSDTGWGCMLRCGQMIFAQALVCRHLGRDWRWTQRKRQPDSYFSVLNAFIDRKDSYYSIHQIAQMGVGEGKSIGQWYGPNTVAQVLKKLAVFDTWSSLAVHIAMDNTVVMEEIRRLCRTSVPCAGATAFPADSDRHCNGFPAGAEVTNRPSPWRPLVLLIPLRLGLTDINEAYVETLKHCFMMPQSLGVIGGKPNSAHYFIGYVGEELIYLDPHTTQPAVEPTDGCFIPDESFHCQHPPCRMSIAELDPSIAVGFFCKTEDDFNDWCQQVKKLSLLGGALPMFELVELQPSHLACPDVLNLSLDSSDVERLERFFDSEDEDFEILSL
SENP1 inh: blocks the human SENP1 SUMO protease catalytic domain; 360,000 compounds, 0.21% hits; inhibition, % at 10 µM; recombinant SENP1 catalytic domain, CyPet-SUMO1-YPet FRET cleavage; Q9P0U3;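 active = inhibition at least 30% at 10 µM, raw YFP signal under a set limit, fluorescence ratio 0.5 to 1.5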;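 also: 0% = enzyme with DMSO and 100% = no enzyme wells; some results filed as inactive read as strong as hits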
Target sequence (Q9P0U3 419-644 limits assumed): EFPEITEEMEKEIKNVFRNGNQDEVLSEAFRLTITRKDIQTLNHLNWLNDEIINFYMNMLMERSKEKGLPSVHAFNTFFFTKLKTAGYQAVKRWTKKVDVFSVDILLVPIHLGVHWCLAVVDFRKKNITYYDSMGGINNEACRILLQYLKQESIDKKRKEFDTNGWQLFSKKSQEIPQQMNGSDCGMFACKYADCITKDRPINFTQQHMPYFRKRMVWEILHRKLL
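Controls: no-enzyme wells low, DMSO-plus-enzyme wells high control. Test system: human recombinant His6-tagged SENP1 catalytic domain enzyme. Reagent: SFCypet-SUMO1-SFYpet FRET protein substrate, 25 nM final. Doses: one dose per compound, 10 µM, 0.5% DMSO. Detection: FRET, CFP and YFP emission. Timing: 50 min reaction at room temperature.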
SENP6 block: SENP6 protease inhibition; inhibition, % at 10 µM; Q9GZR1; Recombinant SENP6 catalytic domain, aminoluciferin luminescence; AID 2599; 330,000 compounds, 1.8% hits;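 active = inhibition above about 50% at the single tested dose, limit read from the data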;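 also: plate controls were DMSO wells with enzyme for no effect and DMSO wells lacking enzyme for full effect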
MPTP block: inhibitors of mitochondrial permeability transition pore | isolated mouse mitochondria, Ca2+ swelling absorbance, 30 min | inhibition, % at 10 µM | 360,000 compounds, 1.4% hits | AID 602449;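 active = inhibition of 50% or more, scaled per plate between neutral and stimulator controls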;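 also: 0% = DMSO wells given calcium and 100% = 1 mM EGTA wells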
SENP8 block: blocks human SENP8 cleavage of Nedd8 substrate | Q96LD8 | recombinant SENP8, Nedd8 substrate fluorescence | inhibition, % at 20 µM | 360,000 compounds, 0.64% hits; in the data active = inhibition mostly above about 40%, no sharp cut-off; inactive = mostly below about 27%
Target sequence (Q96LD8 whole entry, looked up): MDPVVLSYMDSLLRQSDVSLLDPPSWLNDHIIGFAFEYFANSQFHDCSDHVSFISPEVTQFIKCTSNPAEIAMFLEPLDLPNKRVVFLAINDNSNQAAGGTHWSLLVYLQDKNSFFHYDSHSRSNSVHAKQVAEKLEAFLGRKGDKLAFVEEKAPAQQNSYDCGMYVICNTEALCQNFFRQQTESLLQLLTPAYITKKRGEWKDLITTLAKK
hIAP activ: human IAP activation. purified human IAP, CDP-Star luminescence, 30 min; stronger effect = higher value; 1 = vehicle-only enzyme, 0 = enzyme-free background. activation factor at 10 µM. 330,000 compounds, 0.16% hits. AID 2524;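 active = activation factor of the enzyme at least 2-fold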; also: the source names both 10 and 20 µM as test concentration; values of inactives mirror those of a sister screen read the other way
Active calls of the source: *; . = not tested or not shown. Rows were taken by chance; any-hit rate near 6.7%.

smiles	PfG6PD inh	NR3A LBD binder	ATG4B inhibitor	SENP1 inh	SENP6 block	MPTP block	SENP8 block	hIAP activ
Cc1cc(C(=O)O)cc(S(=O)(=O)Nc2c(C)nn(C)c2C)c1C	-16	-1	8	4	-13	-0.6	13	1
CCOc1ccc2ccccc2c1/C=N/NC(=O)CNC(=O)Cc1ccccc1	42	0	-15	2	-9	2.2	-102	1.3
COc1ccc(Nc2nc(OC)nc(N3CCN(c4ccc(OC)cc4)CC3)n2)cc1	19	-3	-8	1	.	0.6	2	.
CCOC(=O)c1c(NC(=O)c2cc(-c3cccc(O)c3)on2)sc(C(C)=O)c1C	-10	-2	10	-2	1	0.6	-31	0.98
Cc1ccc(C(=O)NCC(=O)NC2CCC(C)CC2)s1 (configuration not stated)	6	1	-2	0	-15	-1.8	15	0.86
CC1=CC(C)(C)N(C(=O)CSc2nnc(-c3ccccc3)o2)c2ccc(C)cc21	-8	-1	8	3	12	2.2	23	1.3
O=C(CCNC(=O)c1ccc([N+](=O)[O-])cc1)NCCc1ccccc1	21	-3	-3	0	-5	-2.5	5	1.1
CCN(CC)C(=O)C(Sc1ccccc1)c1ccccc1 (configuration not stated)	-3	2	7	1	1	3.0	3	1
C/C(=N\Nc1nc(C(=O)O)cs1)c1ccccc1	-32	-2	3	.	-2	.	.	1
CCOC(=O)c1nc2c(=O)n(C)c(=O)n(C)c2n(C)c1=O	0	0	-1	-8	3	-1.8	-417	0.9
Cc1cc(Cl)cc(C)c1OCC(=O)N1CCN(c2ncccn2)CC1	6	0	8	1	-7	-0.6	-46	0.76
Cc1cccc(N2CCN(C(=O)CCCCCn3c(=S)[nH]c4ccc(N5CCOCC5)cc4c3=O)CC2)c1C	8	-3	2	-32	-6	0.1	-485	1.3
Cc1nc(NC(=O)CCc2ccccc2)ccc1Br	16	-2	0	3	-21	-2.7	10	1.1
O=C(CSc1nnc2ccccn12)c1ccccc1	1	0	7	-1	-5	-0.2	-1	0.96
CCOc1cccc(NC(=O)C2CC(=O)N(C)C(=Nc3ccccc3)S2)c1 (configuration not stated)	13	-16	-14	3	-36	1.0	23	0.99
CCN1CCN(C(=S)Nc2cc(S(=O)(=O)N(CC)CC)ccc2C)CC1	18	0	-11	-2	-2	-0.5	6	1.2
CC(C)(C)S(=O)(=O)N1Cc2cc(=O)n(Cc3ccccc3)c(CCO)c2[C@@H]1CCO	-18	1	0	-12	.	0.8	-225	.
O=C(Nc1cccc(-c2csc(Nc3cccc(C(F)(F)F)c3)n2)c1)c1cc([N+](=O)[O-])cc(C(F)(F)F)c1	-10	2	-11	2	-6	7.1	16	1.1
COc1cccc(NC(=O)Cn2c(CCC(=O)O)ccc2-c2ccccc2)c1	-18	-2	2	-7	-4	0.9	-162	0.98
CC1C(=O)N(Cc2cn(CCC3OCCCO3)nn2)CCS(=O)(=O)N1Cc1ccc(-c2ccccc2)cc1 (configuration not stated)	5	.	.	1	.	0.3	-11	.

Remaining list, next part.
smiles	PfG6PD inh	NR3A LBD binder	ATG4B inhibitor	SENP1 inh	SENP6 block	MPTP block	SENP8 block	hIAP activ
CCOC(=O)CN(C(=O)CSc1nnc(COc2ccc(OC)cc2)n1CC)c1ccccc1	-11	-1	-9	1	-6	1.3	16	0.94
CC(=O)Nc1ccc(S(=O)(=O)Nc2ccc(Cl)nn2)cc1	-1	-2	-9	2	3	-1.0	5	1
CCn1c(=O)c2c(nc(SCC(=O)N3CCCC(C)C3)n2C)n(C)c1=O (configuration not stated)	13	1	-10	1	0	-0.3	2	1.1
O=c1[nH]c2nc(Br)[nH]c(=O)c2[nH]1	42	-3	4	-6	.	-0.4	-15	.
O=CN1CCN(C(C(=O)NC2CCCCC2)c2ccc(Cl)cc2)CC1 (configuration not stated)	-6	0	-4	-3	-6	-1.1	17	1.1
COc1ccc(CCNC(=O)COC(=O)C23CC4CC(CC(Br)(C4)C2)C3)cc1	6	-2	-5	-1	-19	0.4	5	0.98
COc1ccc(C(=O)N2CCN(c3ccc(NC(=O)Cc4ccccc4)cc3)CC2)cc1	-6	-4	7	0	-5	-0.2	8	1.1
Cc1sc2nc(CN3CCOCC3)nc(N3CCOCC3)c2c1C	-14	0	2	1	-1	-1.9	25	1
COC(=O)CSc1[nH]c2ccccc2c1[N+](=O)[O-]	7	1	-10	-32	1	0.0	-32	0.87
CC1c2[nH]c3ccccc3c2C[C@H]2C(=O)N(CCCO)CC(=O)N12 (some centres not stated)	16	1	-5	-4	-3	-1.3	5	1.1
CCc1ccccc1-n1cnc2cc(C(=O)O)ccc21	-19	1	-4	0	-12	-3.2	6	0.9
COC(=O)C[C@H]1C[C@H]2c3cc(NC(=O)C4CCOCC4)ccc3O[C@H]2[C@H](CO)O1	-2	.	.	-1	.	-1.2	-8	.
Cn1c(C(=O)NCc2ccc3c(c2)OCO3)cc2sccc21	20	1	8	-4	4	-1.5	6	0.95
CN(CC(=O)Nc1ccc(F)cc1)c1ccc(S(=O)(=O)N2CCCC2)cn1	-6	0	4	3	4	-1.4	-17	1.3
CCOC(=O)c1ccc(N2C(=O)C(O)=C(C(C)=O)C2c2ccc([N+](=O)[O-])cc2)cc1 (configuration not stated)	0	-2	-1	1	3	0.0	14	1.1
CCN1CCN(c2cc(C)c3cc(NC(=O)c4ccc(Br)o4)ccc3n2)CC1	8	-1	-17	-12	1	1.6	-36	0.98
CCOC(=O)/C=C/C(=O)OCC(=O)NC(c1ccccc1)c1ccccc1	10	2	-26	5	-3	0.2	4	0.96
Nc1ncnc2nc(-c3ccccc3)[nH]c12	10	.	.	-7	.	0.1	-408	.
CCOC(=O)CSc1n[nH]c(NC(=O)c2ccc(F)cc2)n1	-5	-3	-1	0	-2	-0.4	7	0.92
CCc1ccc2[nH]c(=O)c(C(c3nnnn3CCOC)N3CCN(c4ccccc4)CC3)cc2c1 (configuration not stated)	5	0	5	-31	7	-0.6	-119	0.99

Single values from above:
CN(CC(=O)Nc1ccc(F)cc1)c1ccc(S(=O)(=O)N2CCCC2)cn1 | MPTP block = -1.4
C/C(=N\Nc1nc(C(=O)O)cs1)c1ccccc1 | NR3A LBD binder = -2

Remaining list, next part
smiles	PfG6PD inh	NR3A LBD binder	ATG4B inhibitor	SENP1 inh	SENP6 block	MPTP block	SENP8 block	hIAP activ
Cc1ccc(CNC(=O)C(=O)NCC2OCCN2S(=O)(=O)c2ccc(Cl)cc2)cc1 (configuration not stated)	7	-5	-1	-1	-3	0.9	14	0.82
COc1cccc(NC(=O)CN(C)C(=O)Cc2n[nH]c(=O)c3ccccc23)c1	-7	1	0	3	4	0.6	9	0.9
O=C(CCc1nnc(-c2ccc(-c3ccccc3)cc2)o1)NCCc1ccccn1	-6	0	-1	1	-8	6.8	-10	1.1
O=C(O)CSCc1c(F)cccc1Cl	-1	1	-1	-1	-35	-3.1	7	0.89
COC(=O)Nc1ccc(S(=O)(=O)NCCCCCC(=O)O)cc1	-6	-1	4	-1	-20	-0.6	10	1
C[C@H]1CN([C@@H](C)CO)S(=O)(=O)c2ccc(/C=C/c3ccccc3)cc2O[C@H]1CN(C)C(=O)NC1CCCCC1	30	.	.	-6	.	0.8	-38	.
Cc1ccc(-c2noc(CN3CCN(Cc4ccccc4)CC3)n2)cc1	7	3	4	-9	-11	0.1	-2	1.1
COc1ccc(NC(=O)CN(C)C(=O)CCNC(=O)Nc2ccccc2)cc1	5	1	3	-1	-4	-1.0	3	1
CCOc1ccccc1NC(=O)CN(Cc1ccccc1)S(C)(=O)=O	-6	1	-2	-1	-15	-0.2	8	0.99
S=C(Nc1cc(Cl)ccc1Oc1ccccc1)N1CCN(c2ccccn2)CC1	9	-11	-2	7	.	-1.1	17	.
CCOP(=O)(OCC)C(NC(=O)c1cccs1)c1ccccc1 (configuration not stated)	-2	3	-10	0	10	1.6	10	1
Cc1cccc(-n2ncc3c2CCCC3NC(=O)C2(C(N)=O)CC2)c1C (configuration not stated)	0	-1	3	-1	-5	11	8	1.1
COc1cc(C2C(C#N)=C(N)Oc3n[nH]c(-c4cccnc4)c32)ccc1OCC(N)=O (configuration not stated)	-6	1	2	-1	-5	0.2	19	0.98
CSc1nc(Oc2ccc(Cl)cc2)c2sccc2n1	4	-3	3	2	-6	11	37	1
Cc1cc(C(F)(F)F)n2ncc(-c3cccc(Br)c3)c2n1	-25	0	-3	2	-4	0.6	13	1.1
CC1CCCN(C(=O)COC(=O)c2cccc(NS(=O)(=O)c3ccccc3)c2)C1 (configuration not stated)	-5	1	-5	2	0	-2.1	-12	0.95
COc1ccccc1-n1cnc2sc(C)c(C)c2c1=O	5	2	-3	-1	6	-0.4	19	1
N#C/C(=C/c1ccc(CNC(=O)C(=O)Nc2cc(Cl)cc(Cl)c2)o1)C(=O)NCc1cccnc1	-6	12*	11	-3	-26	-0.4	-16	1.3
Cc1ccc(C(=S)NCS(=O)(=O)c2ccc(C)cc2)cc1	2	1	-3	1	-8	-0.6	19	0.85
CN(C(=O)COC(=O)c1cc(F)c(F)cc1Cl)c1ccccc1	3	2	-2	2	-21	0.6	8	1

Other records follow.
smiles	PfG6PD inh	NR3A LBD binder	ATG4B inhibitor	SENP1 inh	SENP6 block	MPTP block	SENP8 block	hIAP activ
COc1ccc(-c2nn3c(C4CCCCC4)nnc3s2)cc1OC	35	-1	-7	1	-20	0.6	-76	1.4
COc1ccc(NC(=O)CSc2nc3ccccc3nc2N2CCOCC2)cc1	0	-4	-19	2	-8	-1.1	-85	0.85
Cc1ccc2cc(CCNC(=O)C(=O)c3c(C)[nH]c4ccccc34)c(=O)[nH]c2c1	10	-3	-24	-1	1	1.0	9	0.97
CC1CC(C)CN(CCOc2cccc3ccccc23)C1 (configuration not stated)	-3	-2	-1	0	-31	-1.7	4	1.1
O=C(NCc1cc(C(F)(F)F)cc(C(F)(F)F)c1)C1CC(c2cccc([N+](=O)[O-])c2)=NO1 (configuration not stated)	-9	0	-2	1	-11	3.1	14	0.95
O=C(Cc1ccc(F)cc1)Nc1nc(-c2ccc(F)c(F)c2)cs1	5	-1	2	1	6	59*	7	0.89
Clc1ccc(CCNc2ncnc3nc[nH]c23)cc1	24	0	-9	2	-15	7.3	20	1.7
O=C(NCC1CCCO1)c1ccccc1NS(=O)(=O)c1cccs1 (configuration not stated)	4	-1	2	2	-15	-1.9	5	0.97
CCC1SC2=NC(C)=C(C(=O)OCCOC)C(c3ccc(C(=O)OC)cc3)N2C1=O (configuration not stated)	5	-7	-12	1	0	1.8	12	0.88
COc1cccc(C(=O)NC(=S)Nc2cccnc2)c1	1	4	-6	0	-9	2.6	15	0.93
O=Cc1cc(CCC(=O)O)ccc1O	-4	1	-3	5	-11	0.2	0	0.97
C=CCN(c1ccccc1)S(=O)(=O)c1cccc(C(=O)Nc2cc(C)ccn2)c1	1	0	-2	1	9	-0.5	6	1
COc1ccccc1C(=O)N1CCN(Cc2nc(CC3CC3)no2)CC1	-1	0	10	2	-1	-0.8	4	1.1
Cc1cc(C(F)F)n2nc(C(=O)Nc3ccccc3Br)nc2n1	-11	1	-8	1	-10	2.1	23	1.2
CCc1nnc(NC(=O)CSc2nc3c(cc2C#N)CCCC3)s1	-14	1	-10	-19	-6	0.9	-390	1
COc1ccc(CN2C(=O)c3cccc4cccc2c34)cc1F	-28	1	-9	-27	-11	1.9	-286	0.99
CCCCOC(=O)C1C2C=C[C@]3(CN(C(C)c4ccc(OC)cc4)C(=O)[C@H]13)O2 (some centres not stated)	-7	2	-1	0	13	-5.0	35	0.92
Cc1cc(Br)ccc1SCC(=O)OCC(O)=C(C#N)c1nc2ccccc2[nH]1	-12	4	-3	-35	.	0.3	-51	.
